Compound activity from PubChem.
MBD2 inh = inhibitors of MBD2 binding to methylated DNA, primary screen, biochemical, TR-FRET, DNA-binding domain, human | inhibition, % at 4.4 µM | MBD2 binding to methylated oligonucleotide | Methyl-CpG-binding domain protein 2 (Homo sapiens), Q9UBB5 | actives 0.31% (n = 370,000); in the data active means inhibition above about 13%
SIAE inh = human SIAE inhibitors, primary screen, biochemical, fluorescence polarization, FP-Rh probe, 1536-well HTS; Sialate O-acetylesterase (Homo sapiens), Q9HAT2; SIAE FP-Rh probe binding; inhibition, % at 9.66 µM; actives 0.69% (n = 370,000);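 active means inhibition above a cutoff: mean of compounds within the control limits plus 3 SD of those, cut at about 17% in these data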;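 further: 0% = plate median of compound wells and 100% = probe without SIAE protein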
mABHD4 FP = ABHD4 inhibitors, primary screen, biochemical, fluorescence polarization, mouse; (Lyso)-N-acylphosphatidylethanolamine lipase (Mus musculus), Q8VD66; purified mABHD4, FP-Rh probe fluorescence polarization; inhibition, % at 8.92 µM; actives 0.54% (n = 370,000); AID 720543, 2013;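 active means inhibition exceeding the mean over every tested compound plus 3 SD, cut at about 30% in these data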;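 further: 0% = plate median of compound wells and 100% = S159A mutant with DMSO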
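Test system: mABHD4 protein | Buffer or medium: HEPES pH 7.0 buffer, 150 mM NaCl, 0.01% Pluronic F-127 | Probe or stimulus: FP-Rh fluorescent activity-based probe, added after compound pre-incubation | Timing: Pre-incubation 45 min, probe exposure 60 min, at 25 °C | Technique: Fluorescence polarization, excitation 525 nm, emission 598 nm, BODIPY TMR filters | Repeats: Single well per compound (singlicate)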
TCR-CD3 inh = inhibitors of human TCR-CD3 interaction, primary screen, biochemical, fluorescence, TAMRA-labeled TCR probe | actives 0.37% (n = 360,000) | inhibition, % at 9.4 µM; in the data active means inhibition above about 19%;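 further: recombinant mutant TCR 2C K166C tagged with TAMRA read by polarization; 0% = receptor in buffer alone and 100% = receptor with positive control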
TDP2 inh = human TDP2 enzyme inhibitors, primary screen, biochemical, epi absorbance, recombinant enzyme. actives 0.34% (n = 370,000). inhibition, % at 12.8 µM. T5PNP hydrolysis, p-nitrophenol absorbance 415 nm. Tyrosyl-DNA phosphodiesterase 2 (Homo sapiens), O95551;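 active means inhibition above the mean of all tested compounds plus 3 SD, set per campaign, cut at about 25% in these data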;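 further: 0% = DMSO with enzyme and 100% = buffer with substrate but no TDP2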
Target sequence (O95551 whole entry, looked up): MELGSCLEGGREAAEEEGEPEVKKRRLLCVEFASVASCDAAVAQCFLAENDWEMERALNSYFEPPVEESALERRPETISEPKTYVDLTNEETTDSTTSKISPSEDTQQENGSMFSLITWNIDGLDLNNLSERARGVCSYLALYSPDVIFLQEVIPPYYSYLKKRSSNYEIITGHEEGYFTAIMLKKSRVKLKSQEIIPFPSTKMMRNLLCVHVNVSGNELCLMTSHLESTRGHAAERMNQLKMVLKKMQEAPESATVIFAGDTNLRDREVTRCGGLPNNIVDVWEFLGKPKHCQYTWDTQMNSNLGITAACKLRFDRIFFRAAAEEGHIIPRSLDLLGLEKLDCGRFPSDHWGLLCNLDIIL
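System – recombinant human TDP2 · Quantity – TDP2 enzyme at 120 nM final · Doses – single concentration, 12.8 µM nominal, with 1% DMSO · Incubation – 2 h at 37 °C · Measured by – epi absorbance of p-nitrophenol freed from T5PNP by hydrolysis · Read-out – % inhibition relative to enzyme-containing and enzyme-free wells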
LEDGF integ inh = blockers of LEDGF/p75-dependent integrase strand transfer – biochemical, TR-FRET, high throughput, primary screen | HIV-1 integrase (with human LEDGF/p75) | TR-FRET IN-LEDGF/p75 DNA integration, Eu/Cy5 | inhibition, % at 3.7 µM | actives 0.64% (n = 370,000);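 active means inhibition above the screen-wide mean plus 3 SD, cut at about 13% in these data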;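 further: signal is the Cy5 over europium emission ratio at 671 and 618 nm; 0% = plate median of compound wells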
rCAG binder = binders of r(CAG) RNA repeats, primary screen, biochemical, fluorescence; actives 1.3% (n = 370,000); inhibition, % at 3 µM; r(CAG) RNA repeat, TO-PRO-1 dye displacement fluorescence;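 active means inhibition above the plate cutoff, the mean of all test compounds on that plate plus 3 SD, cut at about 35% in these data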;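 further: 0% = DMSO alone and 100% = 100 µM mitoxantrone as full dye displacement; higher means more dye released from RNA so lower well fluorescence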
HTRA1 inh = HTRA1 serine protease inhibitors, primary screen, biochemical, fluorescence polarization, HTS; Q92743; recombinant HTRA1, FP-rhodamine activity-based probe; inhibition, % at 5.96 µM; actives 0.5% (n = 340,000); in the data active means inhibition above about 36%;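 further: 0% = enzyme with DMSO and 100% = wells lacking enzyme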
Target sequence (Q92743 whole entry, looked up): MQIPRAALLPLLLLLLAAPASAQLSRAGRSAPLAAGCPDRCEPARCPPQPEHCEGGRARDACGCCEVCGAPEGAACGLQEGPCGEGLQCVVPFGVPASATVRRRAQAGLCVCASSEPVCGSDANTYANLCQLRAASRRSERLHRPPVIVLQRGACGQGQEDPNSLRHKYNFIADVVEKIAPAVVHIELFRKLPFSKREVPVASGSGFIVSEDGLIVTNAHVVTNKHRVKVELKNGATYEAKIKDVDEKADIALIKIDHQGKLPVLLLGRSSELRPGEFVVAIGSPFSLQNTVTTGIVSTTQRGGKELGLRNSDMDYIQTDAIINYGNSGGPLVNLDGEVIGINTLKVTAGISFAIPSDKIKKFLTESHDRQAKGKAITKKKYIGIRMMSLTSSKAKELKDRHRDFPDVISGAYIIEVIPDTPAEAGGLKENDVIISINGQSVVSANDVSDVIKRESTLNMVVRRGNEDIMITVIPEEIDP
GC-B act = human GC-B receptor activators, primary screen, HEK293 GC-B cells, cGMP TR-FRET, EC30 CNP. Atrial natriuretic peptide receptor 2 (Homo sapiens), P20594. 0% at EC30 CNP, 100% saturating CNP. activation, % at 10 µM. actives 0.11% (n = 370,000);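 active means activation at 10 µM reaching about 35% in either raw or pattern-adjusted values, limit read from the data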
PRMT1 FP inh = PRMT1 methyltransferase inhibitors, primary screen, biochemical, fluorescence polarization. recombinant PRMT1, activity-based probe fluorescence polarization. Protein arginine N-methyltransferase 1 (Homo sapiens), Q99873. actives 1.3% (n = 370,000). inhibition, % at 2.79 µM;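 active means inhibition above about 21% made by adding two undisclosed values, limit read from the data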
* marks the source's active call; other numbers are inactive results; . = no result given; & = joins results of further samples.

SMILES	MBD2 inh	SIAE inh	mABHD4 FP	TCR-CD3 inh	TDP2 inh	LEDGF integ inh	rCAG binder	HTRA1 inh	GC-B act	PRMT1 FP inh
Cc1nnc2n(c1=O)N=C(c1ccc(Cl)cc1)CS2	-1	1	5	-6	-8	-4	3	5	-5	56*
Cc1ccc(Nc2nc3ccccc3c(=O)s2)cc1C	1	6	7	0	0	9	1	1	-5	0
Cn1c(NC(=O)c2ccc(F)cc2)c(-c2cccs2)c(=O)c2ccccc21	0	1	-4	2	-6	4	5	4	-5	-5
Cc1cc(N2C(=O)C(O)=C(C(=O)c3ccco3)C2c2ccc(Cl)cc2)no1 (centres undefined)	3	1	6	-3	4	0	16	-8	3	8
O=[N+]([O-])c1c(NCCCO)cc(N2CCCCCC2)c2nonc12	-3	-4	-10	-2	-17	-6	11	-1	1	11
CCN(C(=O)CN1C(=O)CN(C)C1=O)c1cccc2ccccc12	-3	-5	-3	0	2	2	2	-2	2	3
CCCCC(=O)Nc1ccc(C(=O)Nc2ccc(S(=O)(=O)Nc3nccc(C)n3)cc2)cc1	-1	-21	-11	7	1	2	24	-9	1	-3
Cc1nn(Cc2noc(C(=O)NCC3CCCO3)n2)c(C)c1Br (centres undefined)	3	-4	-1	-4	-8	0	-2	12	2	-5
CC1(C)SC2C(NC(=O)COc3ccccc3)C(=O)N2C1C(=O)O (centres undefined)	-4&0	-1&6	0&3	0&-9	-6&9	-3&-4	5&13	-7&-5	5&3	-1&4
CCn1c(CNC(=O)c2ccccc2F)nnc1SCc1nc2ccccc2c(=O)[nH]1	3	-2	1	4	-3	-3	-2	.	-1	1
Cc1cc(C)c2c(c1)/C(=N/NC(=S)Nc1ccc(F)cc1)CCC2	0	20*	12	6	8	-3	6	3	-7	-2
O=C(N/N=C/c1ccc(C(F)(F)F)cc1)c1ccc(O)cc1	-5	-9	-6	-8	2	1	-1	-9	-8	4
CCOc1ccc(S(=O)(=O)N2CCC(c3ccccc3)CC2)cc1C(=O)O	23*	-1	0	6	11	-2	13	1	2	0
COc1ccc(-c2cc(C(F)(F)F)nc(SCCC(=O)NCc3ccccc3)n2)cc1	-3	1	-10	6	1	-1	3	-10	-1	3
O=C(Nc1ccccc1C(=O)NCCCN1CCOCC1)c1cccc([N+](=O)[O-])c1	-5	-7	5	1	-4	4	-1	0	-7	-5
CCc1cc2c3c(c1)C(C)CC(C)(C)N3C(=O)C2=O (centres undefined)	-3	-3	0	2	-5	-2	-3	-2	-3	2
CC(=O)c1ccc(S(=O)(=O)N2CCC(c3nnc(SCCN4CCCC4)n3C)CC2)cc1	3	-4	4	-1	3	-2	0	11	2	2
O=C(O)C1CCCCC1C(=O)Nc1ccccc1F (centres undefined)	-6	2	3	-1	-2	1	1	-2	4	-4
CC(=O)NC1C(c2nc3ccccc3s2)=C(c2ccccc2)C(=O)N1c1ccc(C)cc1 (centres undefined)	4	-2	13	-8	1	2	5	-4	29	-4
COc1ccc(-c2nc(-c3ccncc3)no2)cc1OC	-1	0	-2	8	-15	-3	-3	-1	1	-1
C#Cc1cccc(-n2nnc(C(=O)OC)c2-c2ccccc2)c1	0	-2	-10	-1	-21	7	-4	-3	-6	-7
O=S(=O)(c1ccccc1)n1ccc2cccnc21	-3	4	3	9	5	2	3	3	-6	1
COc1cccc(CN(C)C(=O)c2ccc(NC(=O)CC3SC(N4CCCC4)=NC3=O)cc2)c1OC (centres undefined)	4	-4	2	-1	10	3	-5	0	-2	-1
Cc1cc(Nc2ccccc2)nc(N2CCOCC2)n1	-3	-4	2	2	0	3	5	5	1	1

Arranged by length of the SMILES (ascending): six of the compounds above
SMILES	MBD2 inh	SIAE inh	mABHD4 FP	TCR-CD3 inh	TDP2 inh	LEDGF integ inh	rCAG binder	HTRA1 inh	GC-B act	PRMT1 FP inh
COc1ccc(-c2nc(-c3ccncc3)no2)cc1OC	-1	0	-2	8	-15	-3	-3	-1	1	-1
Cc1nnc2n(c1=O)N=C(c1ccc(Cl)cc1)CS2	-1	1	5	-6	-8	-4	3	5	-5	56*
CCN(C(=O)CN1C(=O)CN(C)C1=O)c1cccc2ccccc12	-3	-5	-3	0	2	2	2	-2	2	3
Cc1cc(N2C(=O)C(O)=C(C(=O)c3ccco3)C2c2ccc(Cl)cc2)no1 (centres undefined)	3	1	6	-3	4	0	16	-8	3	8
CC(=O)c1ccc(S(=O)(=O)N2CCC(c3nnc(SCCN4CCCC4)n3C)CC2)cc1	3	-4	4	-1	3	-2	0	11	2	2
COc1cccc(CN(C)C(=O)c2ccc(NC(=O)CC3SC(N4CCCC4)=NC3=O)cc2)c1OC (centres undefined)	4	-4	2	-1	10	3	-5	0	-2	-1

(more compounds)
SMILES	MBD2 inh	SIAE inh	mABHD4 FP	TCR-CD3 inh	TDP2 inh	LEDGF integ inh	rCAG binder	HTRA1 inh	GC-B act	PRMT1 FP inh
CCOC(=O)N1CCC(N2Cc3cccc(C(=O)N4CCN(C5CCCCC5)CC4)c3C2=O)CC1	3	-1	5	3	-7	0	2	-2	-3	-1
N=c1c2c(-c3ccccc3)c(-c3ccccc3)n(Cc3ccccc3)c2ncn1CCO	5	-4	2	-8	-5	2	12	-12	-12	7
CS(=O)(=O)n1nc(-c2ccco2)nc1N	6	-6	-1	5	1	2	4	2	0	-1
COc1ccc(Cl)cc1NC(=S)Nc1ccccc1F	6	-1	1	0	8	0	1	-2	1	1
CCCSc1nc2c(c(=O)[nH]c(=O)n2C)n1CC(O)COc1ccccc1 (centres undefined)	-4	-5	8	7	-3	5	-6	6	-25	8
OCCC1CN(Cc2cnc(N3CCOCC3)s2)CCN1C1CCCC1 (centres undefined)	1	-7	1	-4	4	-6	-4	3	-4	6
CCOC(=O)CN1NC2(CCCCC2)NC1=S	1	2	7	-1	-8	-3	-2	-1	0	11
O=C(c1cccc(C(F)(F)F)c1)C1CCCN(C(=O)CN2CCOC2=O)C1 (centres undefined)	3	3	8	8	2	0	-8	-2	3	2
c1ccc(COC2CCCN(Cc3nc(-c4cnccn4)no3)C2)nc1 (centres undefined)	3	12	3	2	6	0	-4	-5	5	-1
C=CCOc1ccccc1CNc1ccccc1C	-3	20*	9	-3	7	2	1	9	1	-4
O=C(Nn1cnnc1)c1cc(-c2ccccn2)nc2ccccc12	3	-1	-2	-5	11	0	4	1	3	-1
O=C(COc1ccccc1)N=C1SC2CS(=O)(=O)CC2N1CCc1ccccc1 (centres undefined)	0	-3	2	-4	-3	-3	-1	4	-4	2
O=C(CCN1N=C(c2ccccc2)CCC1=O)NCC1COc2ccccc2O1 (centres undefined)	6	0	0	-5	-1	-3	-5	0	-4	-1
CCCCCn1c(CNC(=O)CC)nc2ccccc21	-5	5	-4	-3	-3	1	-1	-2	0	0
CC(=O)c1cccc(NC(=O)N2CCCC2C(=O)NC2CCCCC2)c1 (centres undefined)	3	1	-4	-2	5	-2	-3	4	5	0
Cc1nnc(N/N=C/c2c(O)n(-c3cccc(C(F)(F)F)c3)c(=O)c3ccccc23)[nH]c1=O	2	8	0	7	-10	4	25	.	-3	-4
COCCCNC(=O)C1CC(=O)OC1c1ccc(OC)c(OC)c1 (centres undefined)	3	2	1	-2	-13	-2	2	7	3	2
COc1cc2c(cc1O)C(CSC)Cc1cc3c(cc1N(C)CC2)OCO3 (centres undefined)	-1	17	-1	-3	2	-3	4	-4	-5	1
C[C@H](CO)N1C[C@H](C)[C@@H](CN(C)C)Oc2c(NC(=O)CCC(F)(F)F)cccc2C1=O	-1	-8	-6	4	-24	0	-7	8	-2	-3
C1COCCNCCOCCOCCN1	1	-1	2	0	3	-2	-4	6	3	-4
S=C(Nc1ccccc1)Nc1ccc2ccccc2c1	-6	3	0	-4	0	-2	8	-14	1	6
CC(=O)Nc1ccc(NC(=O)C2CC(=O)N(c3cccc(Cl)c3)C2)cc1 (centres undefined)	5	2	-4	-4	-5	4	-1	-3	9	-6
COCCOC(=O)C1=C(C)NC2=C(C(=O)CC(C)(C)C2)C1c1ccc2c(c1)OCO2 (centres undefined)	-5	0	5	-1	-3	0	-6	3	-17	0
CC(=O)N/C(=C\c1ccc2c(c1)OCO2)C(=O)NC(C(=O)O)c1ccccc1 (centres undefined)	-1	3	1	-6	4	-2	1	-9	3	0
CCc1ccc(C(=O)N2CCCC2)s1	-6	0	-2	3	-2	0	1	0	1	-3
N#CC1=C(N)OC2=C(C(=O)CCC2)C1c1cccs1 (centres undefined)	-1	-5	1	9	-4	-4	-2	2	0	-3
CC(C)(C)NC(=O)c1ccc2c(c1)CCO2	5	6	9	-7	11	-4	0	6	1	3
CCOc1ccccc1NS(=O)(=O)c1c[nH]c(C(=O)OC)c1	3	-6	-5	0	1	-3	-1	7	0	0
COc1cccc(CC2(CO)CCN(Cc3cccn3-c3cccnc3)CC2)c1	1	-3	-3	2	2	-5	-4	-7	-2	2
COCCNc1ncnc2c1[nH]c1ccccc12	0	1	-1	-10	-9	2	3	0	3	2
CCOC(=O)Cn1cnc2scc(-c3ccc(C)c(C)c3)c2c1=O	3	-8	0	5	-1	-3	2	-4	5	4
CCc1cc(=O)oc2cc(C)cc(O)c12	6	2	-8	-7	-1	0	1	-16	-4	-1
CC1CCCN(S(=O)(=O)c2ccc(Cl)s2)C1 (centres undefined)	-2	1	11	-6	8	-2	-2	-6	-4	4
CN(C(=O)c1ccc(OC2CCN(S(=O)(=O)N(C)C)CC2)cc1)C1CCCCC1	-5	2	0	7	0	3	-7	3	3	2
CCN(Cc1ccccc1)S(=O)(=O)c1ccc(S(=O)(=O)N2CCN(C)CC2)cc1	3	2	1	-7	-17	1	0	6	0	-2
COc1cc(CNC(=O)OC2CC3CC2[C@H]2CCCCN2C3=O)cc(OC)c1 (some centres undefined)	-4	1	2	-5	1	-1	2	.	-6	-3
N#CC(c1nc2ccccc2nc1N1CCCC1)S(=O)(=O)c1ccccc1 (centres undefined)	-6	6	6	6	1	2	10	39*	-7	9
Cc1cc(S(=O)(=O)NCC(C)C)ccc1OCC(=O)NCC1CCCO1 (centres undefined)	-2	-1	2	7	7	3	-5	-1	-4	-2

These rows are one share of the data; the hit share may differ from the screen's.
